# GLP-1R agonist: agonists of human GLP-1 receptor | P43220 | AID 624172 | HEK293 GLP-1R CRE-luciferase, luminescence, 4-6 h; cells express a hypersensitive GLP-1R form | 0.007% of 380,000 active | Potency, µM (titrated, usually from 45.6 µM), without a hit: top-dose activation, most hits filed as activators; also: potency is read from the fitted curve at half-maximal effect; % of control where 0% means no effect
# Target sequence (P43220 whole entry, looked up): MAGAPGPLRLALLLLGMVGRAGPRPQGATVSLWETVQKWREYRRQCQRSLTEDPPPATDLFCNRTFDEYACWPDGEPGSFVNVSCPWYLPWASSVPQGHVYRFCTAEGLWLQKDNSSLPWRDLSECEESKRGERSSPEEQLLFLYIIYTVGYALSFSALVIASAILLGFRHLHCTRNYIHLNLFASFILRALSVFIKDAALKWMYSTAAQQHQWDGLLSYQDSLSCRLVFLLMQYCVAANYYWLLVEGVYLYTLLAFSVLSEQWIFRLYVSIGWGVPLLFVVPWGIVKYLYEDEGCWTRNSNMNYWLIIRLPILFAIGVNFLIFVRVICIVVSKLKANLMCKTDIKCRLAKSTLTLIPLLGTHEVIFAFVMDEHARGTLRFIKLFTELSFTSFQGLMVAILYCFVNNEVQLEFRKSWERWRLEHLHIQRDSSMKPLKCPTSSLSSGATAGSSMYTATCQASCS
# WRN inhibitor: WRN helicase (human) inhibition. Q14191. WRN helicase unwinding, fluorescent forked duplex, kinetic. Potency, µM (highest dose often 114 µM), for the others: at the top dose activity change, negative = inhibition, usual class: inhibitors. 0.46% of 360,000 active; also: potency is read from the fitted curve at half-maximal effect; % is scaled to controls: 0 for no effect and ±100 for the full control effect; nearly all actives have a fitted effect of over 55% in size
#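 Kinetic fluorescence helicase assay: unwinding of a quenched forked DNA duplex (100 nM final) with 2 mM ATP final raises red fluorescence (525/598 nm). Compounds sat 15 min at room temperature with 20 nM WRN beforehand.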
# GLP1R cytotox: cytotoxic in the GLP-1 receptor inverse agonist counter-screen; HEK293 cAMP-luciferase reporter cells, luminescence, 24 h; Potency, µM (highest dose often 38.3 µM), for the others: top-dose activity change, negative = inhibition, usual class: inhibitors; 0.13% of 410,000 active; AID 624418;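 also: loss of luciferase light is scored as toxicity; potency is read from the fitted curve at half-maximal effect; % is scaled to controls: 0 for no effect and ±100 for the full control effect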
#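 1536-well qHTS counterscreen of the MLSMR; 200 cells/uL, 12 h pre-incubation, 23 nL cpd, 24 h at 37 deg C 5% CO2, luciferase detection reagent, 12 min RT, luminescence. Inhibition = undesired.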
# PI5P4Ka inh: PI5P4K alpha (human) kinase inhibition; P48426; PI5P4Kalpha enzyme, ADP-Glo luminescence, 60 min; stronger effect = lower value; 1.2% of 330,000 active; AID 652105; max response, %; active = max response of -50% or lower; inconclusive = between -30% and -50%; inactive = -30% or higher; also: value at the top dose of about 77 µM; % is scaled to controls: 0 for no effect and ±100 for the full control effect
#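 Reactions run in 0.038 M HEPES pH 7.4, 0.28 mM EGTA, 0.1% CHAPS and 5% DMSO, with PI5P4Kalpha, substrate, compound and 5 microM ATP final, one hour at room temperature. Readout is ADP-Glo luminescence.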
# D3 ag: D3 dopamine receptor (human) agonism; P35462; D3R DiscoveRx beta-arrestin cells, luminescence, 90 min; max activation, %; 0.58% of 410,000 active; AID 652048; in the data active = max activation above about 30%; also: 0% is about no effect; mostly tested at two doses, the higher about 12 µM
#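 Agonist-mode cell screen: cells plated at 1500/well and incubated overnight at 37 °C, then exposed to library compounds for 90 min at 37 °C. Detection reagent was added for 30–60 min at room temperature, and luminescence was read.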
# PLK1 PBD inh: PLK1 (human) polo-box domain binding inhibition; Potency, µM, for inactives: max response, negative = inhibition, actives largely listed as inhibitors; 2.8% of 360,000 active; P53350; Plk1 PBD binding of FITC phosphopeptide, fluorescence polarization; also: potency is read from the fitted curve at half-maximal effect; series mostly up to about 57 µM; % is scaled to controls: 0 for no effect and ±100 for the full control effect; nearly all actives have a fitted effect of over 65% in size
# Target sequence (P53350 whole entry, looked up, the tested form may be a part): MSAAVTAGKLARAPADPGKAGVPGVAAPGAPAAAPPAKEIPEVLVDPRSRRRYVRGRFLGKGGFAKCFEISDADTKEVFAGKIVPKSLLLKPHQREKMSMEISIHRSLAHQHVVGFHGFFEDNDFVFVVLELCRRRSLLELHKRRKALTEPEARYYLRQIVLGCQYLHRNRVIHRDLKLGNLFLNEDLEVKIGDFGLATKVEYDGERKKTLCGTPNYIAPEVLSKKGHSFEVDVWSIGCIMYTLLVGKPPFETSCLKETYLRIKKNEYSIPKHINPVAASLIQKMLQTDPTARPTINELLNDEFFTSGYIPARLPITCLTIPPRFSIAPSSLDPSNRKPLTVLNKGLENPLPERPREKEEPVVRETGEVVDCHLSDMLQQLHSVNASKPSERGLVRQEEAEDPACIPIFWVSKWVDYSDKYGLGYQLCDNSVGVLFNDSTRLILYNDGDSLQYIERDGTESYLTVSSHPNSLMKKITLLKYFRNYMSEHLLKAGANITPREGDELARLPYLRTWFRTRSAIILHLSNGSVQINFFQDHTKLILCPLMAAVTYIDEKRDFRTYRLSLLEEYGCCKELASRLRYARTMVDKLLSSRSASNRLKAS
# D3 antag: blocks the human D3 dopamine receptor. P35462. 2.5% of 360,000 active. AID 652054. D3R cells, DiscoveRx beta-arrestin luminescence, antagonist mode; stronger effect = lower value. max response, negative = inhibition, %; in the data active = max response below about -50%; inconclusive = no clear call, values can overlap the other calls; also: % is scaled to controls: 0 for no effect and ±100 for the full control effect; mostly tested at two doses, the higher about 12 µM
#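 Cells plated overnight at 1500 cells/well, then exposed to library compounds with dopamine controls for 90 minutes at 37 degrees C. DiscoveRx reagent added for 30–60 minutes at room temperature; luminescence read, quantitative HTS format.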
# IL-2 act: IL-2 activation; IL-2 activation reporter assay, cell-based qHTS; stimulated with anti-CD3/CD4/CD28 beads; in transgenic mouse T cells; AID 652025; activation, % (series mostly up to about 46 µM); 0.065% of 360,000 active; in the data active = activation above about 50%; inconclusive = mostly about 30% to 49%; also: 0% is about no effect
#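 EGFP and DsRed fluorescence is measured by plate cytometry in unstimulated transgenic mouse T cells exposed to compound for 60 minutes, then stimulated 18 hours at 37 degrees C with anti-CD3/anti-CD4 beads plus anti-CD28.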
# GLP-1R inv ag: GLP-1 receptor (human) inverse agonism | HEK293 GLP-1R CRE-luciferase, luminescence, 24 h; GLP-1R form is constitutively active | Potency, µM (doses to about 38.3 µM), inactives show top-dose activity change, negative = inhibition, actives largely listed as inhibitors | 1.6% of 410,000 active | AID 624417; also: potency is read from the fitted curve at half-maximal effect; % is scaled to controls: 0 for no effect and ±100 for the full control effect; nearly all actives have a fitted effect of over 55% in size
#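 Seeding at 200 cells/uL, 12 h culture, 24 hr compound treatment, then luciferase reagent and a luminescence read; cells are HEK293 stably expressing a constitutively active GLP-1R plus cAMP-responsive luciferase.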
# * = called active by the depositor; ? = inconclusive; · = not tested or not shown; [ ] = dose if it differs, or a comment. Unless noted, calls follow the shape of the dose curve; as a rule, active = well fitted curve in the direction sought with a large enough effect; inconclusive = small, poorly fitted or top-dose-only effect, or another doubt; inactive = no such curve, though single readings can be large; an effect the other way counts as inactive or inconclusive.
SMILES,GLP-1R agonist,WRN inhibitor,GLP1R cytotox,PI5P4Ka inh,D3 ag,PLK1 PBD inh,D3 antag,IL-2 act,GLP-1R inv ag
COc1ccc(C)cc1-n1c(SCC(=O)N2CCOCC2)nc2ccccc2c1=O,0%,6%,-8%,-1,-1,1%,-3,-1.2,-14%
COc1ccc(CCNC(=O)CCC(=O)Nc2ccccc2[N+](=O)[O-])cc1OC,16%,-4%,-3%,-1,10,-6%,5,0.3,30%
CC(C)C[C@@]12C(=O)N(c3cccc(F)c3)C(=O)N1[C@H](c1ccc(Br)cc1)[C@@H]1C(=O)N(C(C)(C)C)C(=O)[C@@H]12,1%,-2%,1%,-1,-1,-2%,?,-0.4,-12%
CCCN1CCC(=O)N([C@H](COc2ccccc2)Cc2ccccc2)CC1,1%,-1%,-4%,4,-41,-4%,-28,-0.2,-14%
O=C(c1ccc(CS(=O)(=O)c2ccc(Br)cc2)o1)N1CCCCCC1,3%,-1%,-8%,0,4,-6%,-3,-2.0,?
CCC(CO)Nc1nc(CN2CCCCC2)nc2scc(-c3ccccc3)c12 (stereo not given),10%,-11%,?,0,-16,-8%,1,-0.6,?
Cc1ccc(C(=O)Nc2ccccc2C(=O)N2CCCCC2C)cc1 (stereo not given),2%,-9%,0%,6,5,2%,1,-3.6,-19%
CCOC(=O)N/N=C/c1ccc(F)cc1F,0%,3%,-13%,-2,2,-5%,12,-2.3,2%
COc1ccc(CCN2CCCC(CN(C)Cc3cccc(OC)c3)C2)cc1 (stereo not given),10%,-5%,-3%,12,-19,-8%,7,1.2,?
CCCCOCCCNC(=O)CC(C)c1ccccc1 (stereo not given),-2%,-18%,-1%,4,2,-26%,12,1.0,-3%
Cc1cccc(-n2c(C)n[nH]c2=S)c1C,-5%,4%,0%,2,3,-15%,?,-1.2,2%
CNC(=S)N1CCN(c2ccccc2OC)CC1,-8%,4%,11%,-3,-5,-8%,?,-3.1,0%
CCCCC(=O)NC1(C(F)(F)F)C(=O)Nc2c1c(=O)[nH]c(=O)n2Cc1ccco1 (stereo not given),-2%,-15%,89%[activator],-6,-1,-8%,-17,3.5,5%
CCOC(=O)C1(CC2CCCCO2)CCN(Cc2cc3ccccc3[nH]2)CC1 (stereo not given),-3%,-6%,?,-2,-27,0%,?,-1.6,?
C[C@@H]1CN(Cc2nnnn2CC(=O)NCCCn2cccn2)C[C@H](C)O1,3%,1%,3%,4,1,-12%,-14,-1.6,9%
COc1ccccc1C(=O)COC(=O)CCN=C1NS(=O)(=O)c2ccccc21,5%,1%,1%,1,1,0%,8,0.3,7%
O=C(Cn1nc(-c2ccco2)ccc1=O)Nc1cc(Cl)ccc1Cl,9%,0%,-3%,-14,-2,-13%,-21,1.3,-2%
CCOC(=O)/C(C#N)=C/c1cn(CCC(=O)O)nc1-c1ccccc1,0%,-9%,6%,-13,-2,30µM*,-7,6.0,4%
O=C1NC(=O)C(c2cn(-c3ccccc3)nc2-c2ccc(F)cc2)N1 (stereo not given),9%,?,-16%,?,-9,5.3µM*,-16,-2.7,1%
COC(=O)c1c(-c2snnc2C)n[nH]c1C,0%,-16%,11%,2,0,3%,-6,1.8,14%
COc1ccc(Cc2c(-c3cccc(Cl)c3)nc3c(C)cc(Br)cn23)c(C)c1,-4%,-10%,-12%,-3,4,-18%,14,-0.5,-23%
CCN(CC)S(=O)(=O)c1ccc2c(c1)nc(SCC(=O)NC1CC1)n2-c1ccccc1OC,2%,1%,-2%,-4,8,1%,-15,0.5,10%
Cc1nc2c(sc3nc(N4CCOCC4)c4c(c32)CC(C)(C)OC4)c(-c2ccc(Cl)cc2)c1C(=O)O,11%,-14%,80%[activator],4,29,-6%,43,-0.3,4.5µM*
CCN(Cc1ccc(NC(C)=O)cc1)CC1CCCN(CCc2cccc(OC)c2)C1 (stereo not given),-2%,0%,-11%,-1,-5,-18%,-52*,-0.3,?
Cc1ccc(NC(=S)N(CCCN2CCOCC2)Cc2ccco2)cc1C,0%,1%,0%[7.66 µM],-6,-7,1%,-5,-0.6,-6%[7.66 µM]
# Next results:
SMILES,GLP-1R agonist,WRN inhibitor,GLP1R cytotox,PI5P4Ka inh,D3 ag,PLK1 PBD inh,D3 antag,IL-2 act,GLP-1R inv ag
COc1ccc(CCNC(=O)CCOc2ccc(C(C)(C)C)cc2)cc1OC,2%,-9%,-3%,9,4,-1%,8,1.3,?
Cc1cc(NC(=O)CSc2nc(=O)n3cc(Cl)ccc3n2)no1,3%,-13%,-14%,-2,2,1%,-19,0.4,3%
CC(=O)Nc1ccc(N2CCOCC2)c([N+](=O)[O-])c1,9%,9%,20%,1,5,-1%,-15,-0.4,9%
O=C(Nc1ccc2oc(-c3ccccc3)nc2c1)c1cc(-n2cnnc2)ccc1Cl,8%,-22%[57.1 µM],1%,-4,5,-10%,21,-0.2,2%
COc1ccccc1Nc1ccc([N+](=O)[O-])cc1N,9%,-2%,-30%,-19,-8,27µM*,?,-0.2,?
Nn1c(SCC(=O)NC2CCCCC2)nnc1-c1ccco1,-4%,3%,3%,-1,1,-5%,23,0.2,4%
Cc1ccc(C(=O)NCCn2cc(SCC(=O)Nc3nnc(C)s3)c3ccccc32)cc1,0%,-17%,3%,-3,1,-2%,27,-1.2,?
Cc1cccc(Nc2ncnc3nc[nH]c23)c1C,0%,6%,-5%,0,-5,-12%,-12,-1.6,0%
CCOC(=O)c1cc(-c2ccc(C)cc2)n(CC(=O)Nc2cc(C)ccc2C)c1C,0%,·,5%,·,6,·,·,·,14%
CCSC(C)CC1C/C(=N/O)c2c(CC)noc2C1 (stereo not given),23%,-7%,-2%,·,3,-4%,5,0.5,0%
S=C(NCCCc1ccccc1)Nc1ccc(Br)cc1,-1%,-10%,?,11,-7,-1%,12,-2.8,?
Cc1c(C(=O)N2CCOCC2)sc(NC(=O)c2ccccc2F)c1C#N,4%,-10%,-1%,-7,1,-2%,4,-3.6,38%[activator]
O=C(N/N=C/c1ccc(Br)cc1)c1ccc(Br)o1,4%,-33%,-4%,-11,-12,-2%,-18,-6.1,-4%
CCNc1cc(N2CCOCC2)nc(SC)n1,5%,-5%,2%,1,-5,9%,2,4.2,3%
Cc1ccc(-c2nc(N/N=C/c3cccc([N+](=O)[O-])c3)c3ccccc3n2)cc1,-11%,-4%,-11%,·,6,0%,33,-0.7,-5%
Cc1cc(N2CCOCC2)nc2ccc(NC(=S)N3CCN(Cc4ccccc4)CC3)cc12,7%,-32%[57.1 µM],0%,-7,-4,-15%,0,-0.3,?
CCOC(=O)c1[nH]c(C)c(C(=O)OCC)c1C,?,-1%,-4%,4,-2,-5%,-20,-3.0,18%
CCCN1C(=O)c2cc(C(=O)Nc3ccccc3OC)ccc2C1Nc1ccccc1OC (stereo not given),4%,-17%,2%,0,2,-5%,9,-0.6,?
COc1ccc(NC(=O)C2CCCN(S(C)(=O)=O)C2)cc1OC (stereo not given),6%,0%,-10%,0,-1,-7%,2,-2.7,14%
COc1ccc(CCc2nnc(NS(C)(=O)=O)s2)cc1,-1%,15%,-2%,-12,0,?,-16,-2.5,1%
O=[N+]([O-])c1ccc(O)c(/C=N/Nc2ccccn2)c1,-22%,-11%,-10%,-2,-12,-4%,-70*,-1.6,?
C[C@@H](c1ccccc1)N1C[C@@H](COCc2ccccc2)Oc2cc(N3CC[C@@H](N(C)C)C3)ccc2S1(=O)=O,6%,-3%,?,17,-13,-7%,-5,-1.2,?
COc1ccc(CNC(=O)C(=O)NCC(c2ccco2)N2CCOCC2)cc1 (stereo not given),-9%,0%,-12%,-1,2,-3%,8,0.4,-1%
CC(=O)N1CCC(CCCC2CCN(C(C)=O)CC2)CC1,-6%,1%,25%,-1,-15,3%,17,0.4,12%
O=S(=O)(N1CCOCC1)n1nnc2ccccc21,3%,0%,15%,·,0,-5%,?,-1.3,55%[activator]
# (more compounds)
SMILES,GLP-1R agonist,WRN inhibitor,GLP1R cytotox,PI5P4Ka inh,D3 ag,PLK1 PBD inh,D3 antag,IL-2 act,GLP-1R inv ag
CCN(CC)c1ccc(NC(=O)c2c(C)nn(-c3ccc(F)cc3)c2-n2cccc2)c(C)c1,1%,·,-9%,·,-1,·,·,·,5µM*
CCc1ccc(-n2nnnc2SCC(=O)NNC(=O)c2ccco2)cc1,-2%,-1%,-4%,·,9,-12%,?,-1.0,6%
Cc1ccc(CN(Cc2cccnc2)C(=O)CN2C(=O)COc3ccccc32)o1,9%,-5%,5%,·,12,-26%,12,0.6,0%
CCC1C(=O)Nc2ccccc2N1C(=O)COc1ccccc1 (stereo not given),10%,5%,4%,-2,8,-4%,16,-1.7,23%
CCCn1c(SCC(=O)NCc2cccs2)nc2c1c(=O)n(C)c(=O)n2C,13%,-7%,-11%,·,10,-3%,22,-1.5,9%
O=S(=O)(Nc1nc2ccccc2nc1NCc1ccco1)c1cccs1,-6%,-8%,-14%,-10,-1,-21%,?,0.8,-26%
CCc1nnc(NC(=O)CSc2nnc(-c3c[nH]c4ccccc34)n2CC)s1,-2%,-5%,10%,·,15,-7%,20,0.0,4%
COc1ccc(-c2cn(CCO)c(-c3ccc(Cl)nc3)n2)cc1,-3%,-2%,18%,2,14,-13%,-17,0.7,2%
O=C(c1ccc(-c2ccccc2)cc1)N1CCN(c2ccc3c(c2)C2CC3CCN2C(=O)OCc2ccccc2)CC1 (stereo not given),-2%,-7%,4%,10,-3,-4%,-8,-0.6,?
CN(C)S(=O)(=O)c1cccc2nsnc12,20%,-7%,14%,·,-2,-16%,-15,1.8,0%

# 3 entries from above, arranged by molecular weight, low to high.
SMILES,GLP-1R agonist,WRN inhibitor,GLP1R cytotox,PI5P4Ka inh,D3 ag,PLK1 PBD inh,D3 antag,IL-2 act,GLP-1R inv ag
CNC(=S)N1CCN(c2ccccc2OC)CC1,-8%,4%,11%,-3,-5,-8%,?,-3.1,0%
CCC(CO)Nc1nc(CN2CCCCC2)nc2scc(-c3ccccc3)c12 (stereo not given),10%,-11%,?,0,-16,-8%,1,-0.6,?
CCCN1C(=O)c2cc(C(=O)Nc3ccccc3OC)ccc2C1Nc1ccccc1OC (stereo not given),4%,-17%,2%,0,2,-5%,9,-0.6,?

# Bioassay records deposited in PubChem by National Center for Advancing Translational Sciences (NCATS).
